GAA inh: blocks human lysosomal alpha-glucosidase; purified human GAA, 4-MU-alpha-glucoside fluorescence; P10253; Potency, µM (top dose mostly 76.9 µM), inactives show at the top dose activity change, negative = inhibition, actives largely listed as inhibitors; 200,000 tested, 0.005% active;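 also: potency is read from the fitted curve at half-maximal effect; plate controls were uninhibited enzyme wells for no effect and no-enzyme background for full effect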
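Enzyme (4 nM final) mixed with compound (up to 77 uM), then 4-MU-alpha-D-pyranoside (400 uM final) added; 20 min at room temperature, pH 5.0. Reaction stopped at pH 10, fluorescence read, AC50 derived by Hill fit.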
GAA spleen mod: inhibitors or activators of human alpha-glucosidase in spleen homogenate. 240,000 tested, 0.006% active. P10253. human spleen homogenate, 4-MU-alpha-glucoside fluorescence. Potency, µM (titrated, usually from 79.9 µM), for inactives: at the top dose activity change, negative = inhibition, most hits filed as inhibitors. AID 2112;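 also: potency is read from the fitted curve at half-maximal effect; 0% = enzyme with vehicle and -100% = no enzyme basal signal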
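Human spleen homogenate (1 ug) incubated with compounds and 1 mM 4-methylumbelliferyl-alpha-D-glucopyranoside in pH 5.0 citrate/phosphate buffer, 37 C, 40 min. Stopped at pH 10; 4-MU fluorescence (Ex 365/Em 440 nm); AC50 by Hill fit.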
HTT ATP protect: Huntington cell model cytoprotection by ATP luminescence; AID 1471; 230,000 tested, 0.14% active; PC12 HTT-Q103 induced, cytoprotection, ATP luminescence, 40 h; Potency, µM (doses to about 56.4 µM), for inactives: cytoprotection (ATP increase), most hits filed as activators;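 also: potency is read from the fitted curve at half-maximal effect; % of control where 0% means no effect; nearly all actives have a fitted effect of over 45% in size; toxic huntingtin expression switched on by the ecdysone agonist tebufenozide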
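ATP quantification (ATPlite) reports survival of PC12 cells in which tebufenozide, 100 nM final, switches on Htt exon 1 with 103 glutamines linked to GFP; compounds are titrated.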
HttQ103 aggreg: reduces HttQ103-GFP aggregates in PC12 cells; 220,000 tested, 1.1% active; AID 1688; Potency, µM (doses to about 46.1 µM), for the others: at the highest dose activity change, negative = inhibition, most hits filed as inhibitors; PC12 HttQ103-GFP aggregates, Acumen cytometry, 40 h; also: potency is read from the fitted curve at half-maximal effect; % is scaled to controls: 0 for no effect and ±100 for the full control effect; nearly all actives have a fitted effect of over 60% in size
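Quantitative HTS on tebufenozide-induced (100 nM) PC12 cells stably expressing polyQ103 Huntingtin exon 1–GFP. Reduction of bright GFP aggregates, detected by laser scanning cytometry after lysis, identified actives across the titration.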
GAA glycogen mod: alters human alpha-glucosidase cleavage of glycogen; recombinant GAA, glycogen substrate, Amplex Red glucose oxidase fluorescence; Potency, µM (highest dose often 76.4 µM), without a hit: at the highest dose activity change, negative = inhibition, hits mostly inhibitors; 300,000 tested, 0.38% active; AID 2100;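 also: potency is read from the fitted curve at half-maximal effect; 0% = full enzyme reaction and -100% = no-enzyme basal signal; the screen sought inhibitors and activators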
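Recombinant human alpha-glucosidase (4 nM final) hydrolysed bovine liver glycogen (30 ug) for 40 min at 37 C in pH 5.0 citrate/phosphate with 0.01% Tween-20. Released glucose detected by glucose oxidase/Amplex Red, Ex 573/Em 610 nm. Compounds up to 77 uM; AC50 from Hill fits.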
Lamin A splicing: modulators of lamin A splicing | AID 1487 | HeLa LMNA splicing GFP/RFP minigene ratio, 48 h | Potency, µM (titrated, usually from 46.1 µM), for the others: top-dose ratio change, negative = inhibition, usual class: inhibitors | 200,000 tested, 0.01% active; active = well fitted inhibition curve with a large enough effect in the signal ratio, with a control signal flat, not every such curve was filed as active; inconclusive = small, poorly fitted or top-dose-only effect, or effect the other way, or a change in a side signal; the % refers to the signal ratio; also: potency is read from the fitted curve at half-maximal effect; % is scaled to controls: 0 for no effect and ±100 for the full control effect
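S3 HeLa cells stably expressing lamin A-EGFP splicing minigene plus DsRed2, 600 cells/well, 48 h compound exposure at 37C. Laser-scanning cytometry; analysed as GFP (500-530 nm)/RFP (575-640 nm) total intensity ratio; 0.5% DMSO vehicle.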
CBFb-RUNX1 inh: blocks binding between human CBF-beta and RUNX1. AlphaScreen CBFb-His/RUNX1-biotin binding, biochemical. Q01196+Q13951. 230,000 tested, under 10 active. Potency, µM (titrated, usually from 59.8 µM), for inactives: top-dose activity, negative = inhibition, actives largely listed as inhibitors; also: % of control where 0% means no effect
Target sequence (Q01196 whole entry, looked up): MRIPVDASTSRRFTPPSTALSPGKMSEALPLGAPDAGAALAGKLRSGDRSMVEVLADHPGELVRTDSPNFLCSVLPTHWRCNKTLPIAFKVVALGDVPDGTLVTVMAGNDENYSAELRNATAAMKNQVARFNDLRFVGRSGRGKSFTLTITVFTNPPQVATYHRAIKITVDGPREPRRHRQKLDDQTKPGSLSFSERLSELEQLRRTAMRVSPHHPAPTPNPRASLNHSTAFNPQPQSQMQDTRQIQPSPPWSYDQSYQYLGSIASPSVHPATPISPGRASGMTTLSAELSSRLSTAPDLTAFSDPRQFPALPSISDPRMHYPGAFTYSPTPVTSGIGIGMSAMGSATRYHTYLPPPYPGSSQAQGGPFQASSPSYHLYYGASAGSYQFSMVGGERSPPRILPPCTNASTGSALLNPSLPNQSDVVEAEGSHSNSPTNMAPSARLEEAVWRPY
Target sequence (Q13951 whole entry, looked up): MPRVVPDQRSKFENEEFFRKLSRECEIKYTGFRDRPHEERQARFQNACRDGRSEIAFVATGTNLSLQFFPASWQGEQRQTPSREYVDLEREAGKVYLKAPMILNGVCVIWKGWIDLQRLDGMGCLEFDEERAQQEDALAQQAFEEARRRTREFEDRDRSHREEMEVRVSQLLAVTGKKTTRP
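AlphaScreen binding: CBFb-His and RUNX1-biotin (30 nM each) preincubated 20 min, compound added for 15 min, then nickel and streptavidin beads for 90 min, all at room temperature. Disruption of the interaction by any mechanism counts as activity.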
An asterisk follows results filed as active; ? = inconclusive; nt = not tested or not shown; & = joins results of further samples; [ ] = remark or other dose. Unless noted, calls follow the shape of the dose curve; as a rule, active = well fitted curve in the direction sought with a large enough effect; inconclusive = small, poorly fitted or top-dose-only effect, or another doubt; inactive = no such curve, though single readings can be large; an effect the other way counts as inactive or inconclusive.

smiles | HTT ATP protect | GAA inh | Lamin A splicing | GAA glycogen mod | GAA spleen mod | CBFb-RUNX1 inh | HttQ103 aggreg
NC(=O)c1cc[n+](CC(=O)c2ccc(NC(=O)c3ccccc3)cc2)cc1 | -2% | -13% | 5%[46 µM] | 11% | 0% | 5% | 27%
Clc1ccccc1/C=N/NC1=Nc2cccc3cccc1c23 | nt | 5% | ? | -1% | 0% | -19% | ?
O=C(N/C=N/OCc1ccc(Cl)cc1Cl)NOCc1ncc(C(F)(F)F)cc1Cl | -38%[inhibitor] | -10% | ? | -22% | -13% | 0% | -27%
C=CCn1c(SCC(=O)c2cccs2)nc2sc(CC)cc2c1=O | -18% | -2% | ? | 9% | 0% | 7% | ?
O=C(OCc1ccccc1)/C(=C/c1cccc2ccccc12)NC(=O)c1ccccc1 | 25%[10 µM] | 0% | -6% | -10% | -2% | -3% | 2%
COC(=O)c1ccc2c(=O)n(Cc3ccco3)c(SCC(=O)Nc3ccccc3Cl)nc2c1 | -3% | 4% | 6% | 7% | 5% | 6% | 4%
Cc1cccc(N2CCC(N=CN(C)C)=N2)c1 | -52%[inhibitor] | 4% | -6%[9.22 µM] | ? | -4% | 8% | 12%
C=CCn1c(C(C)NC(=O)c2cccs2)n[nH]c1=S (centres undefined) | nt | 2% | 11% | 2% | 4% | 2% | 6%
CC1(C)C(C(=O)O)N2C(=O)CC2S1(=O)=O (centres undefined) | ? | nt | nt | nt | -3% | 16% | nt
Cn1c(N/N=C/c2c[nH]c3ccccc23)nc2ccccc21 | -83%[inhibitor] | ? | ? | ? | -3% | -24% | -9%
O=c1c2ccc(Cl)cc2[nH]c(=S)n1Cc1cccnc1 | -19% | -24% | -8% | 4% | -9% | 0% | -28%
Cc1cnc(NC(=O)CSc2nc3ccccc3s2)s1 | 0% | -5% | 11% | 4% | -19% | 1% | 0%
O=C(O)c1ccccc1-c1ccccc1C(=O)NCc1ccco1 | 17%[10 µM] | 2% | -6% | 4% | 2% | 10% | 6%
CC1=NCCN1CCNC(=O)Nc1ccc(F)cc1 | -3%[10 µM] | -2% | nt | -10% | 0% | 3% | -14%[9.22 µM]
COc1cccc(C2CC(=O)Nc3cc(OC)c(OC)c(OC)c32)c1OC (centres undefined) | -13% | -3% | -16% | 0% | -6% | 1% | 26%
Cc1cc(S(=O)(=O)n2cnc3cc([N+](=O)[O-])ccc32)ccc1Cl | -14%[10 µM] | -12% | 0% | 5% | -3% | -6% | ?
CC(C)=CC(=O)Nc1ccccc1Br | -8% | 2% | 13% | 5% | -5% | 7% | -4%
COc1ccc(CNC(=O)c2nnn(-c3cccc(C(F)(F)F)c3)c2N)cc1 | -35%[inhibitor] | 0% | nt | -6% | -2% | 0% | -8%
COc1cccc(OC)c1C(=O)NC(=S)N1CCOCC1 | nt | -1% | -11%[46 µM] | 19% | 4% | 4% | 1%
COc1ccc(NC(=O)C2CCCNC2)cc1OCC(C)C (centres undefined) | -11% | 3% | 8% | 10% | 4% | 3% | 4%
COc1cccc(Nc2cc(N3CCOCC3)c3nonc3c2[N+](=O)[O-])c1 | -5% | 3% | 0% | 2% | -2% | 3% | 14%
COc1ccc(NC(=O)CN(C)CC(=O)Nc2ccc(Cl)c(S(=O)(=O)N(C)C)c2)cc1 | -7% | 0% | -4%[46 µM] | 2% | -1% | 10% | 2%
Cc1ccc(-c2n[nH]c(=S)n2/N=C\c2ccco2)cc1 | 5%[10 µM] | 8% | -2% | -3% | -16% | 6% | 7%
COC(=O)/C(=C(/F)SCC(C)=O)C(F)(F)F | 2% | -10% | 8% | -11% | 10% | -1% | -8%
CCC[C@@H]1C[C@@]1(CCC)[C@@H](NP(=O)(c1ccccc1)c1ccccc1)c1ccc(C(=O)OC)cc1 | -129%[inhibitor] | -13% | ? | -14% | 2%&-15% | 6%[2.36 µM] | ?
COc1ccc(-c2nncnn2)cc1 | 11%[10 µM] | -4% | -2% | 2% | 6% | -2% | -29%
CCCCCCn1ccc(=N)cc1 | -24%[0.074 µM] | -4% | ? | -21% | 3% | 5% | ?
CCN(CC)C(=O)C(=O)c1cc(C)n(-c2ccc(F)cc2)c1C | -20% | -6% | nt | -6% | -2% | -5% | -15%
CSCC[C@H](NC(=O)[C@H](Cc1ccccc1)NC[C@@H](NC[C@@H](N)CS)C(C)C)C(=O)O | 7% | nt | nt | nt | 1%&-3% | ? | nt
CC(Oc1ccc(Cl)cc1Cl)C(=O)NCCCCc1ccccc1 (centres undefined) | nt | -2% | ? | -2% | 0% | ? | 5%
O=C(c1cc([N+](=O)[O-])cc([N+](=O)[O-])c1)N1CCN(C(=O)c2ccco2)CC1 | -6%[10 µM] | nt | nt | 1% | -2% | 1% | -5%[9.22 µM]
O=C(/C=N/O)NCCCn1ccnc1 | 10% | 0% | -7% | -12% | 2% | 0% | 8%
N#Cc1cn(-c2ccccc2)nc1-c1cc2ccccc2oc1=O | -7% | 6% | -11% | 4% | -3% | 12% | 2%
CCOC(=O)C1CCN(C(=O)c2ccc3c(SCC(=O)O)c4c(nc3c2)CCCC4)CC1 | -6% | -8% | nt | 1% | -8% | -8% | 3%
Cc1cn2c(-c3cccnc3)nnc2s1 | -6%[0.074 µM] | ? | -12% | 6% | -2% | 18% | 4%
COC(=O)c1ccc(NC(=O)COC(=O)C2CC(=O)N(Cc3ccccc3)C2)cc1 (centres undefined) | -17% | 2% | 15%[46 µM] | 6% | -3% | 15% | 14%
COc1ccc(C(=O)c2ccc([N+](=O)[O-])cc2Cl)cc1 | -64%[inhibitor] | ? | nt | -12% | 4% | 6% | ?
CO[C@@H]1COC(=O)CCC[C@@H](C)[C@H](OC)COC(=O)CCC[C@H]1C | 3%[10 µM] | nt | nt | nt | -1%[17.4 µM] | 12%[13.1 µM] | nt
CCn1c2ccccc2c2cc(NC(=O)CCCN3C(=O)CCC3=O)ccc21 | -15%[0.074 µM] | -2% | -2% | -6% | -2% | 7% | 2%
CCOc1ccc2cc(C3CC(c4ccco4)=NN3S(C)(=O)=O)c(=O)[nH]c2c1 (centres undefined) | 9%[10 µM] | nt | nt | 2% | 2% | -4% | -4%[9.22 µM]
N#CCCN(Cc1cccnc1)C(=S)Nc1ccccc1Cl | 12% | -1% | nt | 3% | 3% | 1% | -9%
Cc1c(C(=O)NCCO)sc2nc3n(c(=O)c12)CCC3 | 7% | 2% | nt | -4% | -2% | 7% | -5%
Cn1c(=O)n(Cc2ccc(F)cc2)c(=O)c2c1nc1n2CCCN1Cc1ccccc1 | 3%[10 µM] | -9% | ? | -11% | -5% | 8% | -23%
O=c1n(Cc2ccc(Cl)cc2)c2sc3c(c2c2ncnn12)CCCC3 | -45%[inhibitor] | -7% | -13% | 1% | -4% | 4% | ?
O=C(CCn1c2c(c3ccccc31)CCCC2)NNC(=O)c1ccccc1C(=O)O | -7%[10 µM] | nt | nt | -12% | -3% | ? | 3%[9.22 µM]
COc1ccc(NC(=S)N/C(=N/CS(=O)(=O)c2ccccc2)c2ccccc2)cc1 | -2%[10 µM] | 8% | -2% | -18% | 0% | -1% | 18%
NC(=O)C1CCN(Cc2nnnn2Cc2ccco2)CC1 | 1% | 0% | ? | -10% | -1% | 3% | 5%
COC(CN(C(=O)CCl)C(C(=O)NC1CCCCC1)c1ccc(C)cc1)OC (centres undefined) | -9%[10 µM] | 1% | -10% | 8% | -8% | -5% | 7%
CCOc1ccc2ccccc2c1C1NC(=S)N(C)C(C)=C1C(=O)OC (centres undefined) | -47%[inhibitor] | 2% | 1%[46 µM] | 2% | 0% | 11% | -4%
CN(C)c1ccc(/C=N/NC(=O)c2ccc(NC(=O)c3ccccc3)cc2)cc1 | -6%[10 µM] | nt | nt | 2% | 2% | 1% | 11%[9.22 µM]

(further entries)
smiles | HTT ATP protect | GAA inh | Lamin A splicing | GAA glycogen mod | GAA spleen mod | CBFb-RUNX1 inh | HttQ103 aggreg
CC(=O)Nc1ccc(NC(=O)CN(c2cccc(C(C)=O)c2)S(C)(=O)=O)cc1 | -7%[10 µM] | -5% | 11%[46 µM] | 7% | 1% | 5% | -10%[9.22 µM]
COc1ccc2c(CC(=O)Nc3ncc(C)s3)coc2c1 | -94%[inhibitor] | -1% | ? | 3% | -2% | 21% | -17%
O=[N+]([O-])c1nn(-c2ccc3c(c2)OCCO3)n(O)c1=NC1CCN(Cc2ccccc2)CC1 | -83%[inhibitor] | -3% | nt | -1% | -9% | -12% | -3%
CCOc1ccc2ncc(S(=O)(=O)c3ccccc3)c(N3CCN(c4ccc(OC)cc4)CC3)c2c1 | nt | 0% | ? | -5% | -13% | -6% | 9%
COc1ccccc1CNC(=O)CNC(=O)c1cn(-c2ccccc2OC)c(=O)c2ccccc12 | -12% | 6% | 7%[9.22 µM] | 4% | 4% | 11% | -16%
O=C(C[n+]1ccccc1)N1c2ccccc2Sc2ccccc21 | 0%[10 µM] | 0% | -22%[46 µM] | 7% | 0% | 6% | -8%[9.22 µM]
Cc1ccsc1C(=O)OCC(=O)Nc1cccc(S(=O)(=O)N2CCOCC2)c1 | 6%[10 µM] | -4% | 4% | 5% | -1% | 4% | 5%
O=C(CS(=O)c1cccc(C(F)(F)F)c1)Nc1ccccc1Cl (centres undefined) | 2% | -1% | -10% | 3% | -10% | -1% | 3%
CCOC(=O)Nc1ccc2c(c1)N(C(=O)N(CC)CC)c1ccccc1CC2 | 19%[10 µM] | -9% | ? | 3% | -5% | 8% | 11%
O=C(CN1CCN(C(=O)c2ccccc2)CC1)Nc1ccc(Br)cn1 | -10%[0.074 µM] | 3% | -7% | 4% | 4% | 7% | -14%
Cc1ccc(-c2nc(C#N)c(NCCCn3ccnc3)o2)cc1 | 15%[10 µM] | 10% | nt | ? | -2% | -6% | -1%[9.22 µM]
COc1ccc(CN2C(=O)CN=C2Nc2cc(C)ccc2C)cc1 | -6%[10 µM] | -2% | -3% | -9% | -3% | 2% | 9%[9.22 µM]
Cc1noc(C)c1-c1ccc2ncnc(N3CCN(C)CC3)c2c1 | -47%[inhibitor] | nt | 7.1µM* | nt | 5% | nt | nt
Cc1cc2cc3c(cc2nc1SCC(=O)Nc1c(C)cccc1C)CCC3 | 7% | -1% | 3% | -3% | -12% | -2% | 5%

High-throughput results from PubChem BioAssay.
